High-throughput results deposited in PubChem BioAssay by Broad Institute.
S100A4 MyoIIA = inhibitors of S100A4-myosin IIA peptide binding, primary screen, biochemical, fluorescence polarization, TAMRA-MyoIIA peptide; inhibition, % at 10.7 µM; hit rate 0.14% among 360,000;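 active = mean inhibition of at least 70% across replicates, with every replicate also reaching that level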
Target sequence (P26447 whole entry, looked up): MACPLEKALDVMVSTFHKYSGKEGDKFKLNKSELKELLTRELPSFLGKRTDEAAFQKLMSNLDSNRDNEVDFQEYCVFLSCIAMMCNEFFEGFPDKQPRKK
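Test system: S100A4 monomer protein. Medium: HEPES buffer with Ca2+, pH 7.2. Reagent: fluorescent myosin IIA peptide, 5 nM. Compound dosing: single-point compound testing. Timing: 5 min between mix addition and reading. Benchmarks: DMSO neutral and TFP positive wells.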
XiGFP reactiv = activators of inactive X chromosome reactivation, primary screen, imaging, XiGFP fibroblasts, GFP high-content imaging, set 2 | activation, % at 7.58 µM | XiGFP mouse fibroblasts, % GFP-positive cells imaging, 3 d; cells co-treated with 5-aza-dC sensitizer; scaled so ellipticine positive control = 100% | AID 743238, 2013 | hit rate 0.055% among 360,000;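 active = mean normalized replicate activation at least 10% and every replicate at or above 10%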;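 note: 0% = median of on-plate neutral control wells and 100% = ellipticine 6 µM median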
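System: 68-5-11 XiGFP fibroblast line; Timing: 3 days compound exposure; Compound dosing: one concentration, pinned; Benchmarks: positive control ellipticine, 6 µM final; Buffer or medium: DMEM containing 5-aza-dC.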
RAD54 branch = inhibitors of human RAD54 branch migration, primary screen, biochemical, fluorescence, single point; RAD54 Holliday junction branch migration, FAM/BHQ fluorescence; hit rate 0.14% among 360,000; DNA repair and recombination protein RAD54-like (Homo sapiens), Q92698; inhibition, % at 10.4 µM;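 active = mean normalized replicate activity at least 40 and at least half of replicates scoring 40 or more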;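 note: 0% = median of neutral control wells and 100% = median of positive control wells; inhibitors cause a drop in the FAM fluorescence signal; in these data hits start at about 50%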
E-selectin induc = E-selectin induction in HUVECs, primary screen, imaging, HUVEC, immunofluorescence imaging, single point; normalized: neutral wells 0, TNF-alpha wells 100; activation, % at 7.58 µM; hit rate 0.37% among 260,000; AID 686992, 2013;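 active = mean E-selectin-positive cell signal at least 10% of the positive control, reached in at least 60% of replicates, without over 20% cell loss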;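 note: in these data hits start at about 27%; measured in HUVEC primary endothelial cells; signal is the percent of cells scored E-selectin positive by PE staining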
Target sequence (P16581 whole entry, looked up): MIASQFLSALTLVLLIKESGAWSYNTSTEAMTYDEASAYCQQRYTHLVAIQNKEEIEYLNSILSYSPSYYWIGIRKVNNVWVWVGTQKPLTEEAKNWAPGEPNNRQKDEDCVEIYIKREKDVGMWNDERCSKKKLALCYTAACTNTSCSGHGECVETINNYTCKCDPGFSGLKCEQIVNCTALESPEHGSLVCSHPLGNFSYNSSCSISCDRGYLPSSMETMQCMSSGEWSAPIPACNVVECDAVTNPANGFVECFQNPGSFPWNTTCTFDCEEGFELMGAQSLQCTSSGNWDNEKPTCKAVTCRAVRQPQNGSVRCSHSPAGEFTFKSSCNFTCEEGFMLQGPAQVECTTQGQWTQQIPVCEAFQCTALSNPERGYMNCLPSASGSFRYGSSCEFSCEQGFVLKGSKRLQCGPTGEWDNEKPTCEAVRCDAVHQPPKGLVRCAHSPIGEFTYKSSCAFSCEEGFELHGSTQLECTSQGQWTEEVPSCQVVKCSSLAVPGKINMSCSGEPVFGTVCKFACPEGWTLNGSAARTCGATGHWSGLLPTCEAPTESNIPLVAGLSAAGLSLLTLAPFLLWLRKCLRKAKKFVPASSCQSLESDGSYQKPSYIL
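System: HUVEC, human umbilical vein endothelial cells; quantity: 3,000 cells/well; buffer or medium: EGM-2 medium, gelatin-coated wells; dosing: single-point compound dose; detection: immunofluorescence imaging; evaluation: % PE-positive cells; benchmarks: TNF-alpha, DMSO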
EWS-Fli block = EWS/Fli-driven NR0B1 reporter inhibitors, primary screen, A673 cells, NR0B1 luciferase, luminescence, MLPCN library; viability-normalised; inhibition, % at 12.6 µM; hit rate 0.67% among 350,000;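 active = mean inhibition of at least 50% after viability correction, with every replicate also passing that limit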;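 note: firefly luciferase signal divided by Alamar Blue viability fluorescence both relative to DMSO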
esBAF inh = Bmi1 luciferase reporter increase in mESCs, primary screen, esBAF inhibitor project, mouse ES cells, Bmi1 luciferase knock-in, single point; 24 h; 100% = twice the neutral-well signal; reporter increase, % at 12.5 µM; hit rate 2% among 350,000; in the data active = activation above about 40%;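 note: 0% = median of the plate's neutral control wells and 100% = double that signal; a rise in the Bmi1 reporter signal indicates esBAF inhibition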
FN deposit inh = inhibitors of fibronectin matrix deposition, primary screen, AH1F cells, Alexa488-fibronectin fluorescence, plate reader. AH1F fibroblasts, overnight. inhibition, % at 12.6 µM. hit rate 0.086% among 350,000;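 active = mean inhibition across replicates of 30% or more, regardless of how many single replicates reach that level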;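 note: positive control wells lacked labelled fibronectin entirely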
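material = AH1F fibroblast monolayer depositing Alexa488-labelled fibronectin into matrix | amount = 10000 AH1F cells/well | buffer or medium = DMEM plus 2% serum, read in PBS | incubation = 1 h cell adhesion before compound, then overnight fibronectin incubation | detection = fluorescence at 485 nm excitation, 525 nm emission | evaluation = percent inhibition as loss of matrix-bound fibronectin fluorescence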
RAD52 inh = RAD52 DNA annealing inhibitors, primary screen, biochemical, FRET, single point, set 2; AID 651710, 2012; DNA repair protein RAD52 homolog (Homo sapiens), P43351; hit rate 0.46% among 360,000; recombinant RAD52 DNA annealing, FRET fluorescence; inhibition, % at 18.7 µM;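 active = every replicate showing at least 50% inhibition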
The depositor's hits bear a star; · = no result given.

Each structure is followed by: S100A4 MyoIIA	XiGFP reactiv	RAD54 branch	E-selectin induc	EWS-Fli block	esBAF inh	FN deposit inh	RAD52 inh
Cc1ccc(S(=O)(=O)N(C)c2ccc(OC(=O)c3cccs3)cc2)cc1
  -2.2	0.0	8.3	-0.2	7.4	0.3	2.1	-13.9
Cc1ccc(-c2ccc([C@@H]3[C@H]4CN(C(=O)c5ccncc5)CCCCN4[C@H]3CO)cc2)cc1
  -31.7	0.1	-2.8	0.4	·	·	·	-24.2
O=[N+]([O-])c1ccc(N2CCCCC2)nc1N1CCCCC1
  3.8	0.0	-4.9	0.3	37.9	-4.0	-6.5	-3.4
CCC(Sc1nc2ncccc2[nH]1)C(=O)NCCc1ccccc1 (stereo unspecified)
  1.8	-0.4	4.3	·	1.2	-1.2	2.3	-12.8
C[C@H](CO)N1C[C@H](C)[C@H](CN(C)Cc2ccc3c(c2)OCO3)Oc2c(NC(=O)C3CC3)cccc2C1=O
  7.0	0.0	-1.5	-0.3	0.0	4.5	·	0.9
CC(C)CC(c1nnnn1C1CCCCC1)N1CCN(c2ncccn2)CC1 (stereo unspecified)
  ·	·	2.1	11.8	·	7.0	-1.4	·
COc1ccc(Cc2c(C(C)(C)C)nc3c(C)cc(Br)cn23)c(C)c1
  -0.5	0.0	-2.6	-0.6	-3.8	9.6	-5.5	-44.0
Cc1ccc(C(=O)N/C(=C\c2ccco2)C(=O)NCCCn2ccnc2)cc1C
  0.1	·	4.9	·	3.9	-4.4	·	-14.2
Cc1onc(C(=O)N2CCC(Cc3ccccc3)CC2)c1[N+](=O)[O-]
  -0.6	0.0	1.1	·	59.2*	-0.4	-17.1	-6.8
CCOc1ncccc1C(=O)OCC(=O)Nc1ccc(C(C)C)cc1
  3.1	0.3	·	·	-12.8	·	·	-6.7
CCOC(=O)C1=C(C)NC(=S)NC1C (stereo unspecified)
  -0.9	0.0	-6.2	·	5.7	-4.7	-3.8	-3.5
Cc1ccc(C2(CC(=O)O)CCOC(C)(C)C2)cc1 (stereo unspecified)
  -1.5	·	-1.0	·	·	-2.7	7.6	2.7
C=CC[C@@H](Cc1ccc(F)cc1)C(=O)OC[C@@H]1CCCN1C(=O)[C@H](CC=C)CC(=O)N[C@H](CO)Cc1ccccc1
  -1.3	0.1	-17.7	-0.1	-2.7	9.8	0.3	12.4
CN(C)c1nc(C(F)(F)F)cc(=O)[nH]1
  9.5	0.3	·	·	-20.7	·	·	-3.3
CCCC#Cc1cnc2c(c1)C(=O)N([C@@H](C)CO)C[C@@H](C)[C@H](CN(C)S(C)(=O)=O)O2
  0.3	-0.1	4.7	-0.3	-1.4	-3.9	-13.0	2.5
Cn1c(SCC(=O)NC2CC2)nnc1-c1ccccc1
  1.0	-0.1	9.1	-0.8	0.7	-5.2	3.7	-9.3
CCCC[C@@H]1CCCO[C@@](C(=O)NCc2cc(C)n(C)n2)(C(F)(F)F)C1
  0.8	0.0	-6.1	0.0	-0.4	-5.1	3.0	-9.0
CC(C)C[C@H](NC(=O)c1cc2cc(Cl)ccc2n1C)C(=O)N1CCC[C@H]1C(=O)O
  -3.5	·	-0.1	·	-12.5	-1.0	·	-8.3
Cc1ccc(-c2ccccc2[C@@H]2[C@H](C#N)N(C(=O)Cc3cccnc3)[C@H]2CO)cc1
  8.3	0.2	·	0.0	2.9	·	-14.6	-9.8
Cc1ccc(-c2cnc3c(c2)C(=O)N([C@@H](C)CO)C[C@@H](C)[C@@H](CN(C)C(=O)c2cccc(F)c2)O3)cc1
  -6.5	-1.1	-7.4	-0.6	5.4	9.6	-1.5	16.8
CC(C)=CCOc1ccc([C@@H]2COc3c(ccc4c3C=CC(C)(C)O4)C2)c(O)c1
  -7.5	·	-0.6	·	10.6	-5.1	·	-4.2
COc1ccc(-c2c(C)nn3c(N4CCN(Cc5ccccc5)CC4)cc(C)nc23)cc1OC
  -2.5	0.7	-4.8	0.2	8.1	-5.7	0.6	-62.8
C#CCOCCOCCOCCNc1nc(N2CCN(C(=O)Cn3cc(CCCCN)nn3)CC2)nc(N2CCN(C(=O)[C@H]([C@@H](C)CC)n3cc(CCCN=C(N)N)nn3)CC2)n1
  -1.9	0.0	-8.7	12.6	-16.6	-2.3	3.9	19.1
CCC(=O)Nc1ccc2c(c1)C(=O)N(C)[C@H]1CC[C@H](CC(=O)N[C@@H](C)c3ccccc3)O[C@H]1CO2
  5.9	0.1	-6.5	0.2	4.2	-4.5	-5.5	4.0
N#Cc1cccc(C2CC(OCCF)=CC(=O)O2)c1 (stereo unspecified)
  -0.5	-0.1	·	0.6	-0.2	·	5.4	-12.5
CCC1(c2ccccc2)NC(=O)N(CC(=O)Nc2ccc3c(c2)OCO3)C1=O (stereo unspecified)
  2.9	·	-1.9	·	1.8	-9.4	·	-6.4
COc1ccccc1N1CCN(C2CC(=O)N(c3ccc(F)cc3)C2=O)CC1 (stereo unspecified)
  0.2	0.2	-0.4	0.4	0.9	13.7	0.3	-2.2
Nc1nc(-c2ccc3c(c2)OCCO3)c(CC(=O)O)s1
  -5.1	0.3	-2.6	0.2	-5.1	10.4	0.9	-8.8
COc1ccccc1NC(=O)COc1ccc(-c2nn(C)c(=O)c3ccccc23)cc1
  0.2	0.0	8.2	·	9.1	0.8	-2.5	-12.9
CO[C@@H]1CN(C)C(=O)c2cc(NC(C)=O)ccc2OC[C@H](C)N(C(=O)Cc2ccccn2)C[C@@H]1C
  1.4	0.3	2.4	0.2	-12.4	-4.8	-17.3	-14.8

Single records, from the list above. Order of screens: S100A4 MyoIIA	XiGFP reactiv	RAD54 branch	E-selectin induc	EWS-Fli block	esBAF inh	FN deposit inh	RAD52 inh
C=CC[C@@H](Cc1ccc(F)cc1)C(=O)OC[C@@H]1CCCN1C(=O)[C@H](CC=C)CC(=O)N[C@H](CO)Cc1ccccc1 as listed: -1.3	0.1	-17.7	-0.1	-2.7	9.8	0.3	12.4
Cc1ccc(C(=O)N/C(=C\c2ccco2)C(=O)NCCCn2ccnc2)cc1C as listed: 0.1	·	4.9	·	3.9	-4.4	·	-14.2

Carrying on:
Molecule	S100A4 MyoIIA	XiGFP reactiv	RAD54 branch	E-selectin induc	EWS-Fli block	esBAF inh	FN deposit inh	RAD52 inh
O=C(c1ccc(F)cc1)N1CCC(C(=O)N2CCN(c3ncccn3)CC2)CC1	0.4	0.1	-5.9	1.5	1.5	0.5	·	19.1
CC(=O)c1cccc(NC(=O)c2ccc(-n3cncn3)c3ccoc23)c1	-5.0	0.0	1.5	-0.1	-35.0	33.0	1.1	-6.0
COc1ccc(CN(C)C[C@@H]2Oc3ccc(NC(=O)Cc4ccccc4)cc3C(=O)N([C@H](C)CO)C[C@@H]2C)cc1	7.8	-0.8	3.2	22.9	·	2.2	·	6.4
Cc1ccc(NC(=O)CN2C(=O)C3CC=C(Cl)CC3C2=O)cc1 (stereo unspecified)	-1.5	0.3	2.9	-0.1	3.8	0.2	-1.8	-21.4
CC(C)NC(=O)N(C)C[C@@H]1OCCCC[C@@H](C)Oc2ccc(NC(=O)c3ccccc3)cc2C(=O)N([C@@H](C)CO)C[C@H]1C	-35.0	-1.1	-4.7	1.8	·	·	·	-2.5
Cn1ncc(Cl)c1C(=O)N/N=C/c1cccc(OC2CSC2)c1	-1.2	-0.1	·	·	16.3	·	0.0	-2.7
COc1cc(OC)nc(Oc2cccc(C(F)(F)F)c2)n1	4.2	0.0	-5.4	-0.1	-3.1	-4.6	5.8	-1.2
CSCCC(NC(=O)c1ccccc1Cl)C(=O)N1CC(C)OC(C)C1 (stereo unspecified)	-1.1	0.5	-5.2	·	2.4	-2.4	5.8	-4.7
COc1ccc(C(=O)C[C@@H]2OC3CCCCC3N2S(=O)(=O)c2ccc(C)cc2)cc1OC (stereo partly specified)	-8.0	0.4	·	-0.1	6.0	·	0.1	-3.2
O=C1Nc2ccccc2C(=O)N(Cc2ccccc2)C1C(=O)NC1CC1 (stereo unspecified)	3.9	0.0	·	0.0	13.2	·	-4.9	-12.8
COc1cc2ccccc2cc1C(=O)N(CCN(C)C)c1nc2ccc(C)cc2s1	19.6	0.3	14.4	·	36.2	15.6	-3.4	42.4
COc1ccc(-c2n(Cc3ccccc3)c3ccccc3[n+]2Cc2ccccc2)cc1	1.6	0.0	·	·	44.3	·	10.1	1.2
C[C@H]1CN([C@@H](C)CO)C(=O)c2cccc(NC(=O)c3nc4ccccc4s3)c2O[C@@H]1CN(C)S(=O)(=O)c1cn(C)cn1	-4.4	0.2	-5.4	0.4	1.5	-4.7	7.2	-3.6
Cc1c(C(=O)O)cccc1-n1c(C)cc(/C=N/Nc2ccc([N+](=O)[O-])cn2)c1C	-4.6	-0.1	·	·	-17.3	·	3.8	-30.5
COc1cccc(C(=O)NCCN2C(=O)S/C(=C/c3cccs3)C2=O)c1OC	-0.1	0.4	·	-2.1	4.0	·	-5.3	-31.5
Cc1ccccc1OCCNC(=O)c1ccco1	-0.2	0.0	5.5	·	-26.7	20.5	-0.4	-4.6
CC(OC(=O)/C=C/c1cccc(Cl)c1)C(=O)NC1CCCCC1C (stereo unspecified)	1.3	0.0	9.1	2.1	-2.1	-4.2	-11.9	-8.6
CC1(C(=O)NS(=O)(=O)c2cccc(F)c2)CCN1C(=O)C1CCCCC1 (stereo unspecified)	2.3	0.3	-9.4	0.1	-3.3	-5.6	-5.3	-5.8
